Screens from PubChem.
uPA generation: qHTS for Inhibitors of Cell Surface uPA Generation. cell surface uPA generation assay, qHTS. Potency, µM (series often up to 38.3 µM), inactives show at the highest dose activity change, negative = inhibition, most hits filed as inhibitors. hit rate 0.31% among 330,000. AID 540303, 2011; active = well fitted inhibition curve with a large enough effect; inconclusive = small, poorly fitted or top-dose-only effect; inactive = no such curve, though single readings can be large or run the other way; tested in mouse RAW 264.7 cells; also: % is scaled to controls: 0 for no effect and ±100 for the full control effect; nearly all actives have a fitted effect of over 55% in size
Rab9 prom act: qHTS Assay for Rab9 Promoter Activators; Huh7 Rab9 promoter-luciferase reporter, luminescence, 24 h; Potency, µM (series often up to 9.22 µM), for the others: top-dose activation, negative = inhibition, actives largely listed as activators; hit rate 2.8% among 320,000; also: % of control where 0% means no effect; nearly all actives have a fitted effect of over 60% in size
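Cell-based reporter: Huh7 stable for Rab9 promoter-driven luciferase, plated in reduced-serum medium with 10% FBS at 1500 cells/well, compound-treated 24 h at 37 °C, luminescence read after 10 min reagent.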
Gal4-VP16 FLuc: VP16 counterscreen qHTS for inhibitors of ROR gamma transcriptional activity; Drosophila S2 Gal4-VP16 UAS-luciferase, luminescence, 20 h; Potency, µM (highest dose often 53.6 µM), for inactives: at the highest dose activity, negative = inhibition, hits mostly inhibitors; hit rate 3.5% among 310,000; AID 2546, 2010;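 also: Gal4-VP16 expression switched on by copper sulfate through the metallothionein promoter; % is scaled to controls: 0 for no effect and ±100 for the full control effect; nearly all actives have a fitted effect of over 50% in size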
NPC1 promoter act: qHTS Assay for NPC1 Promoter Activators | Huh7 NPC1 promoter luciferase reporter, 24 h | Potency, µM (top dose mostly 9.22 µM), for the others: at the highest dose activation, most hits filed as activators | hit rate 2.4% among 320,000 | AID 485313, 2010;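 also: % of control where 0% means no effect; nearly all actives have a fitted effect of over 60% in size; reporter is driven by a mutant NPC1 promoter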
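Readout is luciferase luminescence, reflecting NPC1 promoter activation in stably transfected Huh7 cells after 24 h compound exposure at 37 °C in reduced-serum medium with 10% FBS.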
MBNL1 CUG block: qHTS Assay for Inhibitors of MBNL1-poly(CUG) RNA binding. Potency, µM (doses to about 57.5 µM), without a hit: at the highest dose activity change, negative = inhibition, actives largely listed as inhibitors. Muscleblind-like protein 1 (Homo sapiens), Q9NR56. hit rate 0.036% among 280,000. TR-FRET MBNL1-His/biotin-(CUG)12 binding, 665/545 ratio; active = well fitted inhibition curve with a large enough effect in the signal ratio, with a control signal flat, not every such curve was filed as active; inconclusive = small, poorly fitted or top-dose-only effect, or effect the other way, or a change in a side signal; inactive = no such curve, though single readings can be large or run the other way; the % refers to the signal ratio; also: % is scaled to controls: 0 for no effect and ±100 for the full control effect
Target sequence (Q9NR56 whole entry, looked up): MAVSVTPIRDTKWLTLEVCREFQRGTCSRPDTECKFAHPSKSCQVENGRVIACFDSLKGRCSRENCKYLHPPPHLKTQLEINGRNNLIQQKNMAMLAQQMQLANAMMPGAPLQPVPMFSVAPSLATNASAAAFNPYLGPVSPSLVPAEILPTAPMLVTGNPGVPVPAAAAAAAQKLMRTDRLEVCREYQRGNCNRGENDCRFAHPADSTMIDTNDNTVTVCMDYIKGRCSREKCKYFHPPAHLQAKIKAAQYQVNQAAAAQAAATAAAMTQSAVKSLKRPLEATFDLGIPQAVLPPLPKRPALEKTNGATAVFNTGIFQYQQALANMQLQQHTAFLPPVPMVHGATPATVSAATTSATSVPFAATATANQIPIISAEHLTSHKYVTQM
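Ratiometric TR-FRET (665 over 545 nm, excitation 340 nm) tracks disruption of MBNL1-His/biotin-(CUG)12 complex after 60 min at room temperature, with compounds at 92 nM to 58 uM final.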
p53 reactivator: qHTS assay for re-activators of p53 using a Luc reporter; Potency, µM (series often up to 92.2 µM), for inactives: top-dose activity change, positive = activation, actives largely listed as activators; hit rate 0.063% among 320,000; AID 504706, 2011; H1299 p53-A138V BP100-luciferase reporter, luminescence, 24 h; also: % of control where 0% means no effect; nearly all actives have a fitted effect of over 45% in size
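p53-null H1299 cells stably carrying temperature-sensitive p53-A138V and a BP100-luciferase reporter were pinned with compounds (4-point, 1:5 series) and held 24 hrs at 37 deg C. Luminescence was read 10 min after detection reagent.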
RORgamma inh: qHTS for inhibitors of ROR gamma transcriptional activity. Nuclear receptor ROR-gamma (Mus musculus), P51450. Drosophila S2 Gal4-RORgamma UAS-luciferase reporter, 20 h. Potency, µM (series often up to 53.6 µM), inactives show top-dose activity change, negative = inhibition, usual class: inhibitors. hit rate 5.4% among 310,000; also: % is scaled to controls: 0 for no effect and ±100 for the full control effect; nearly all actives have a fitted effect of over 60% in size
Target sequence (P51450 whole entry, looked up, the tested form may be a part): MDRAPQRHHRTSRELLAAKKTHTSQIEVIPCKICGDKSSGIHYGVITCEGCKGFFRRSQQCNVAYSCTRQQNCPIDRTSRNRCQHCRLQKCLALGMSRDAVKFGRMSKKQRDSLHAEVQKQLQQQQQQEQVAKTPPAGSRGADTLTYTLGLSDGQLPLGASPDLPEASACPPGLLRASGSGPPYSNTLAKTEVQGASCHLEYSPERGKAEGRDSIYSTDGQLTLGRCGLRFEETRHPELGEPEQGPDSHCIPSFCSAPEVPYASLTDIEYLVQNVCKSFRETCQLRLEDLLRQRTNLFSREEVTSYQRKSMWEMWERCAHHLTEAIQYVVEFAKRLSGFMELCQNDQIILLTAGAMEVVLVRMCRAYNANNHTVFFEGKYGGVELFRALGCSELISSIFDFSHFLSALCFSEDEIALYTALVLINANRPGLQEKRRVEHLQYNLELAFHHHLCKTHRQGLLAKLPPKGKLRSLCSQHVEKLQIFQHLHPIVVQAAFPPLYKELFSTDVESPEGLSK
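Stable Schneider cell line, Gal4 DNA-binding domain fused to ROR gamma, UAS-luciferase. Cmpd 1 hr RT → CuSO4 700 uM final → 20 hr RT → luciferase reagent 10 min → luminescence.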
ELG1 genotoxic: qHTS screen for small molecules that induce genotoxicity in human embryonic kidney (HEK293T) cells expressing luciferase-tagged ELG1; HEK293T ELG1-luciferase reporter, luminescence, 16 h; Potency, µM (doses to about 46 µM), without a hit: top-dose activity change, positive = activation, actives largely listed as activators; hit rate 1.3% among 330,000; AID 504466, 2011; also: % of control where 0% means no effect; nearly all actives have a fitted effect of over 60% in size
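Step 1: seed 2,000 HEK293T ELG1-luciferase cells per well. Step 2: add compound or DMSO, incubate 16 hr at 37 °C. Step 3: ONE-Glo, 30 min at room temperature, read luminescence.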
BRCA1 expr up: qHTS Assay to Identify Small Molecule Activators of BRCA1 Expression; MCF7-BRCA1-FFLuc reporter, luminescence, 48 h; response scale: scaled: vehicle 0%, 10 µM genistein 100%; Potency, µM (doses to about 46.1 µM), for inactives: at the highest dose activation, most hits filed as activators; hit rate 1.1% among 380,000; also: nearly all actives have a fitted effect of over 80% in size; some results filed as inactive show a strong effect at the top dose
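First, MCF7-BRCA1-FFLuc cells (2000/well) attach for 2 h; next, compounds are pin-added and incubated 48 h at 37 °C; finally, luciferase reagent is added and luminescence read after 15 min.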
FLuc modulator: qHTS profiling assay for firefly luciferase inhibitor/activator using purifed enzyme and Km concentrations of substrates (counterscreen for miR-21 project). Potency, µM (series often up to 57.5 µM), without a hit: at the highest dose activity change, negative = inhibition, actives largely listed as inhibitors. Luciferin 4-monooxygenase (Photinus pyralis), P08659. AID 588342, 2011. purified FLuc, Km substrates, luminescence inhibition. hit rate 6.9% among 360,000;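 also: plate controls were vehicle for no effect and reference inhibitor for full effect; nearly all actives have a fitted effect of over 55% in size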
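Purified P. pyralis luciferase, 10 nM final, with Km-level 10 uM D-luciferin and 10 uM ATP in 50 mM Tris acetate pH 7.5, 10 mM Mg acetate, 0.01% Tween-20, 0.05% BSA; 6-point qHTS titration about 60 µM downward; luminescence read.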
CXXC DNA block: qHTS Fluorescence Polarization Assay for Inhibitors of MLL CXXC domain - DNA interaction | Histone-lysine N-methyltransferase 2A (Homo sapiens), Q03164 | MLL-CXXC / FITC-HOXA9 DNA fluorescence polarization | Potency, µM (doses to about 115 µM), for the others: at the top dose activity change, negative = inhibition, actives largely listed as inhibitors | hit rate 0.037% among 290,000; active = well fitted inhibition curve with a large enough effect in the polarisation, with a control signal flat, not every such curve was filed as active; inconclusive = small, poorly fitted or top-dose-only effect, or effect the other way, or a change in a side signal; inactive = no such curve, though single readings can be large or run the other way; the % refers to the polarisation
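Purified MLL-CXXC (added from a 7 uM solution) was preincubated 5 min at ambient with pinned compounds in 50 mM Tris-HCl pH 7.5, 50 mM NaCl, 1 mM DTT, 0.05% BSA. Fluorescein-labeled HOX-A9 DNA (50 nM solution) followed, 30 min, then polarization read.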
* marks the source's active call; other numbers are inactive results; u = inconclusive; x = not tested or not shown; [ ] = another dose, or the depositor's remark. Unless noted, calls follow the shape of the dose curve; as a rule, active = well fitted curve in the direction sought with a large enough effect; inconclusive = small, poorly fitted or top-dose-only effect, or another doubt; inactive = no such curve, though single readings can be large; an effect the other way counts as inactive or inconclusive. Potency is read from the fitted curve at half-maximal effect. A portion of the library; rates above refer to the full screens.

SMILES	uPA generation	Rab9 prom act	Gal4-VP16 FLuc	NPC1 promoter act	MBNL1 CUG block	p53 reactivator	RORgamma inh	ELG1 genotoxic	BRCA1 expr up	FLuc modulator	CXXC DNA block
Cc1ccc(NC(=S)N2CCC(NC(=O)c3ccc(F)cc3)CC2)cc1	-1%	-3%	0%	0%	-2%	-2%	-4%	-4%	5%	3%	-4%
COc1ccc(C2C(C(=O)c3ccco3)=C(O)C(=O)N2CC2CCCO2)cc1OC (configuration not stated)	2%	4%	-3%	-2%	-3%	-6%	-1%	4%	9%	0%	-2%
O=C1C2ON(c3ccccc3)C(c3ccccn3)C2C(=O)N1c1ccc(Br)cc1 (configuration not stated)	5%	1%	-17%	5%	0%	3%	-10%	-7%	-4%	1%	-4%
CCCn1c(N)c(N(CCOC)C(=O)COC(=O)CSc2cc(C)c3ccccc3n2)c(=O)[nH]c1=O	-1%	0%	x	1%	x	x	x	2%	-11%	3%	x
O=[N+]([O-])c1ccccc1Oc1ccc(S(=O)(=O)N2CCOCC2)cc1	-24%	4%	x	-2%	x	5%	x	-1%	-15%	-1%	x
N#CCSc1nnc2ccc3ccccc3n12	-9%	-1%	-5%	-2%	14%	u	-1%	u	22%	-17%	4%
Cc1ccc(C(=O)N2CCN(c3ccc(NC(=O)c4cccnc4Cl)cc3)CC2)cc1	-2%	-10%	4%	-1%	5%	-7%	44%	-2%	-16%	0%	-2%
Cc1ccc(C2C(C(=O)c3cc4ccccc4o3)=C(O)C(=O)N2CCN2CCOCC2)o1 (configuration not stated)	-3%	13%	u	3%	37%[activator]	u	u	0%	0%	-20%	3%
S=c1[nH]c(-c2ccccc2)cn1/N=C/c1cccc2ccccc12	-5%	1%	u	0%	9%	-5%	2.5µM*	-2%	-74%[inhibitor]	u	23%
O=C(CCn1c(=O)c2ccccc2n(Cc2cccnc2)c1=O)NCc1ccc2c(c1)OCO2	4%	-1%	-3%	-1%	0%	5%	-10%	-2%	-16%	-1%	-2%
NC(=S)Nc1nc2ccccc2[nH]c1=O	x	-10%	-24%	0%	u	0%	u	3%	x	-6%	5%
CCC(Br)C(=O)Nc1ccc(OC)cc1 (configuration not stated)	2%	3%	-1%	-2%	0%	-2%	3%	2%	14%	-5%	u
O=S1(=O)CCOC[C@H](CC2CCCCC2)N1Cc1ccc(Cl)cc1	17%	-4%	-4%	-3%	2%	x	-4%	-3%	64%	1%	2%
O=C1/C(=C/c2cccnc2)Sc2ccccc21	14%	-4%	14%	-2%	u	-2%	u	5%	12%	9.5µM*	2%
Cc1cc(C(=O)Nc2ccc(Br)cn2)sc1C	u	2.2µM*	x	1µM*	x	x	x	u	u	x	x
Cc1ccccc1NC(=O)Nc1ccccc1N1CCCCC1	3%	0%	0%	3%	x	1%	-4%	-7%	-24%	0%	-5%
CCN1CCN(C(=O)C2CC(c3ccc(F)cc3)=NO2)CC1 (configuration not stated)	-3%	-5%	5%	-4%	4%	3%	-2%	-4%	23%	4%	1%
COc1ccc(/C=N/NC(=O)Nc2nonc2N)cc1	0%	25%	-11%	14%	11%	u	u	u	3%	u	13%
Cc1ccc2nc(SCC(=O)Nc3cc(C)on3)[nH]c2c1	x	1%	4%[0.365 µM]	2%	-10%	-2%	5%	-9%	-24%	-3%	3%
O=C(O)c1cccnc1SCC(=O)N1CCCCCC1	x	0%	1%	0%	1%	7%	28%	2%	8%	1%	1%
CCCn1nnc(NC(=O)COc2ccccc2Cl)n1	5%	3%	24%	0%	-3%	11%	u	u	4%	-17%	5%
Cc1cccc2cc(CN(CC(C)C)S(=O)(=O)c3ccccc3)c(=O)[nH]c12	2%	-6%	8%	1%	0%	-2%	-9%	-8%	-33%	-2%	-1%
O=C(NCCN1C(=O)CSC1=O)C1CC(=O)N(c2ccccc2)C1 (configuration not stated)	-1%	7%	-4%	-2%	1%	3%	-29%	2%	1%[1.84 µM]	8%	-4%
CC1=C(C(=O)Nc2ccccc2C)C(c2ccc(C)o2)n2c(s/c(=C/c3ccccc3)c2=O)=N1 (configuration not stated)	-1%	-2%	-10%	-1%	6%	1%	-3%	1%	-18%	-14%	-4%
Cc1nc(SC(C)C(=O)NC2CCCC2)c2ccccc2n1 (configuration not stated)	u	-2%	x	0%	x	1%	x	-3%	-30%	3%	x
O=S(=O)(NC1CCCCC1N1CCC(O)CC1)c1ccccc1 (configuration not stated)	3%	3%	1%	6%	-5%	-3%	17%	-1%	8%	1%	20%
COc1ccccc1CNC(=O)c1n[nH]c2ccccc12	1%	20%	-8%	-36%[inhibitor]	55%[activator]	1%	10%	2%	0%	u	4%
S=c1[nH]nc(-c2ccco2)n1/N=C/c1ccccn1	x	1%	-2%	-2%	2%	-4%	-22%	-2%	x	u	2%
O=C(Nc1ccc(NC(=O)c2cccs2)cc1)c1ccccc1	-3%	4µM*	4%	u	1%	13%	-8%	u	28%	-10%	7%
C=C(C)c1ccc(C(C)(C)NC(=O)N(Cc2ccccc2)Cc2ccco2)cc1	3%	-7%	-18%	-1%	3%	-3%	u	1%	-52%	5%	11%
Cn1c(SCC(=O)Nc2cccc(Br)c2)nnc1-c1cc2ccccc2o1	-1%	-4%	-9%	0%	-3%	6%	17%	u	2%	5%	26%
CC(=O)N1c2ccc(S(=O)(=O)N3CCCC(C(=O)Nc4ccc(F)cc4)C3)cc2CC1C (configuration not stated)	-24%	-15%	u	-8%	6%	x	u	0%	-1%	7%	6%
CCOC(=O)c1c(N)sc2c1CCN(CCc1ccccc1)C2	6%	-1%	-4%	-1%	5%	5%	0%	-7%	-9%	2%	3%
CC1CCCCC1NC(=O)C1CCN(S(=O)(=O)N2CCOCC2)CC1 (configuration not stated)	x	-2%	0%	1%	2%	-22%	-4%	-1%	157%	-1%	6%
CC1=NCCN1CCNC(=O)Nc1ccc(F)cc1	3%	-4%	-4%	-1%	x	-4%	6%	0%	9%	-1%	10%
CC(c1ccco1)N(C(=O)C12CC3(C)CC(C)(CC(C)(C3)C1)C2)c1ccccn1 (configuration not stated)	7%	-3%	7%	-1%	-2%	-2%	-12%	0%	19%	-1%	3%
Cc1cc(F)ccc1NCc1ccncc1	-1%	1%	-2%	-3%	-2%	-6%	20%	-1%	-3%	0%	3%
COc1ccc(NC(=O)Cc2c[nH]c3ccccc23)cc1S(=O)(=O)N1CCCCC1	8%	-6%	-7%	-1%	-4%	0%	u	-3%	-5%	-17%	7%
CCN(C(=O)COC(=O)Cn1c(C)csc1=O)c1c(N)n(Cc2ccccc2)c(=O)[nH]c1=O	-2%	-3%	x	0%	x	-1%	x	5%	-4%	3%	x
Cc1ccc(C(CC(=O)O)Nc2nc(N3CCOCC3)nc(N3CCOCC3)n2)cc1 (configuration not stated)	-2%	-4%	-1%	-5%	-4%	2%	-9%	3%	1%	3%	-10%
CCN(CC(=O)Nc1c(F)cccc1F)C(=O)CCCc1nc2ccccc2c(=O)[nH]1	0%	-2%	x	-4%	x	0%	x	0%	-15%	9%	x
Cc1nn(Cc2ccc(F)cc2)c2sc(C(=O)Nc3nccs3)cc12	7%	0%	u	-2%	100%[activator]	5%	11µM*	5%	-34%	-16%	4%
Cc1sc(NC(=O)C2CCCC2)c(C#N)c1C	-16%	13%	9%	2%	7%	16%	30%	11%	-2%	-18%	-1%
O=C(CSc1nnc(-c2cccnc2)n1CCc1ccccc1)N1CCCCC1	-1%	-11%	0%	16%	3%	1%	-5%	0%	-1%	0%	2%
CC1=NN(c2ccc(C(=O)O)c(N)c2)C(=O)C1	6%	1%	-12%	-1%	-23%	-4%	0%	3%	-14%	-15%	u
CCOC(=O)Cc1csc(N/N=C/c2cccc([N+](=O)[O-])c2)n1	0%	3%	-22%	4%	6%	0%	u	2%	25%	-17%	4%
